Bioassay records as filed in PubChem.
FID counter – counter-screen for HCV NS3 helicase inhibitors: DNA intercalator displacement; DNA fluorescent intercalator displacement, fluorescence; AID 1845; 0.17% of 290,000 active; inhibition, % at 7.9 µM; in the data active means inhibition above about 37%;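 further: 0% = vehicle and 100% = reference compound; higher means more ethidium bromide displaced from hairpin DNA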
V1R ag counter – activates human V1a receptor in oxytocin agonist counter-screen; P37288; CHO-V1R cells, Fluo-8 calcium fluorescence, agonist mode; 0% DMSO, 100% 3 nM vasopressin; activation, % at 3 µM; 0.25% of 320,000 active;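 active means activation above the mean activation of all tested compounds plus 3 SD, per screening run, cut at about 20% in these data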;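 further: signal is peak over basal fluorescence ratio across a 100 second FLIPR read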
Target sequence (P37288 whole entry, looked up): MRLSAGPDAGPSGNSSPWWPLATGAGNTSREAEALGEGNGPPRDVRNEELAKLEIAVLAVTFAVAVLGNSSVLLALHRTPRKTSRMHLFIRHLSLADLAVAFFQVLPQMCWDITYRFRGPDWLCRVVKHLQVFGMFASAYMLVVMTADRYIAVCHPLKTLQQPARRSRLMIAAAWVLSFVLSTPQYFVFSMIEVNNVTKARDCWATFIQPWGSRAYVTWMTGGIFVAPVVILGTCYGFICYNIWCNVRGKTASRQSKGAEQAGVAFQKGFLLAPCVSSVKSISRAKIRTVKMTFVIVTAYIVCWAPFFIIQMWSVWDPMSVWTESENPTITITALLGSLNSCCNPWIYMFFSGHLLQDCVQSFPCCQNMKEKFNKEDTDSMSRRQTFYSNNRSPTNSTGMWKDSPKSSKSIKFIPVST
PHOSPHO1 inh – blocks human PHOSPHO1 phosphatase activity; 1.1% of 290,000 active; recombinant PHOSPHO1, absorbance phosphatase assay; inhibition, % at 13.3 µM; AID 1565; in the data active means inhibition above about 60%
Target sequence (Q8TCT1 whole entry, looked up): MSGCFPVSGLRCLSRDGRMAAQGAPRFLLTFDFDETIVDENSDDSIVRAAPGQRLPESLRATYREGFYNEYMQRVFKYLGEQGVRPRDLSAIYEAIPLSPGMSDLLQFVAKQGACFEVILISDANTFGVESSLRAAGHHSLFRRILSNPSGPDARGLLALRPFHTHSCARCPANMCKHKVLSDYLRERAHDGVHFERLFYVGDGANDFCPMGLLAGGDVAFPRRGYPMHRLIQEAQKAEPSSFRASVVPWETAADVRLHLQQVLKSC
OXTR agonist – human OXTR agonism; activation, % at 3 µM; CHO-OTR cells, Fluo-8 calcium fluorescence; normalized: DMSO 0%, oxytocin 100%; AID 2435; 0.32% of 320,000 active; P30559;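 active means activation above the mean of all tested compounds plus 3 SD, cutoff set per screening run, cut at about 20% in these data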;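 further: peak over basal fluorescence ratio from a 100 s FLIPR kinetic read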
VIM-2 inhibitor – inhibitors of Pseudomonas aeruginosa VIM-2 metallo-beta-lactamase. purified VIM-2, nitrocefin hydrolysis, epi-absorbance fluorescence. inhibition, % at 5.6 µM. 0.89% of 290,000 active;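 active means inhibition above the mean of all tested compounds plus 3 SD, cutoff set per screening run, cut at about 7.5% in these data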;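 further: red hydrolysis product quenches plate fluorescence so inhibitors raise well fluorescence; 0% = enzyme with DMSO and 100% = DMSO without enzyme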
IMP-1 inh – inhibitors of Pseudomonas aeruginosa IMP-1 metallo-beta-lactamase; AID 1556; purified IMP-1, nitrocefin hydrolysis, epi-absorbance fluorescence; inhibition, % at 5.6 µM; 0.45% of 290,000 active;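 active means inhibition above the mean plus 3 SD of all compounds in the same screening run, cut at about 4.5% in these data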;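 further: 0% = IMP-1 with DMSO and 100% = DMSO wells lacking enzyme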
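System – purified recombinant IMP-1 beta-lactamase · Input – IMP-1 dispensed at 0.2 nM · Timing – 15 min preincubation plus 25 min reaction at 25 °C · Signal – Epi-absorbance fluorescence, 480 nm excitation, 530 nm emission · Measure – percent IMP-1 inhibition derived from blank-referenced optical density · Controls – Enzyme-plus-DMSO low control, enzyme-free DMSO high control · Replication – singlicate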
GalR3 antagonist – antagonists of human GalR3; O60755; HEK293 GalR3-CNG cAMP membrane potential fluorescence; galR3 body fused to GalR1 C-terminus; inhibition, % at 3 µM; 0.44% of 360,000 active; AID 651719;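 active means inhibition above the screen-wide average plus 3 SD, cut at about 13% in these data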;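 further: forskolin and galanin both at EC90 stimulate the cells; cAMP rise reported by CNG channel membrane potential dye signal; 0% = forskolin plus galanin with DMSO and 100% = forskolin alone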
Target sequence (O60755 1-299 limits assumed): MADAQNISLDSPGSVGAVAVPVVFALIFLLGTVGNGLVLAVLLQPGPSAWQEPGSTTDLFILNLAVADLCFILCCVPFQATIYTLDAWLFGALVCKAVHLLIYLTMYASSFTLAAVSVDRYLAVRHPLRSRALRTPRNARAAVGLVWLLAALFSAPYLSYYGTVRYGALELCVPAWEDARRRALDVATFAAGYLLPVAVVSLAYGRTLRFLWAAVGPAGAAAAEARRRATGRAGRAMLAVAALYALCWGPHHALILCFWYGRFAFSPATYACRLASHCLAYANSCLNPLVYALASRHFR
GPR7 antagonist – antagonists of human GPR7 (neuropeptides B/W receptor 1); 1.1% of 290,000 active; GPR7-expressing cells, fluorescence antagonist assay; P48145; inhibition, % at 4.4 µM; AID 1861; in the data active means inhibition above about 16%, passing the limit was not always enough;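 further: cells stimulated with the agonist NPW; 0% = agonist with vehicle and 100% = vehicle without agonist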
NS3 helicase inh – HCV NS3 helicase inhibition; AID 1800; NS3 helicase DNA unwinding, Cy5 molecular beacon fluorescence; 0.56% of 290,000 active; inhibition, % at 10.9 µM;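 active means inhibition above the mean of all tested compounds plus 3 SD, set per campaign, cut at about 35% in these data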;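 further: 0% = DMSO wells and 100% = thioflavine S control wells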
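Compound dosing – single dose, 10.9 µM nominal final, DMSO 0.8% final · System – NS3 helicase fragment of HCV · Buffer or medium – MOPS pH 6.5, MgCl2, DTT, Tween20, BSA · Signal – Cy5 beacon fluorescence read at start and 1 h · Also added – annealed dual-labelled DNA beacon duplex, ATP-started · Schedule – 1 h at 25 °C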
An asterisk follows results filed as active; x = not tested or not shown.

SMILES	FID counter	V1R ag counter	PHOSPHO1 inh	OXTR agonist	VIM-2 inhibitor	IMP-1 inh	GalR3 antagonist	GPR7 antagonist	NS3 helicase inh
Cc1ccc(NC(=O)OCc2cn(-c3ccc(Cl)cc3)nn2)cc1	-5	-0.1	-7	-0.8	-4.5	-5.1	-5	-7	7
CCCCc1ccc(NC(=S)Nc2cccnc2)cc1	1	-0.8	-15	0.9	-0.6	-3.0	-9	-13	5
O=C(CSc1ncnc2ccccc12)Nc1ccc2c(c1)OCO2	2	0.7	22	-1.1	-0.9	-2.9	3	-3	2
CCNc1nc(CC)nc2c1oc1ccccc12	-3	-0.2	-22	1.1	2.5	-2.8	-5	-5	-3
CCOc1ccc(C(=O)N2CCc3cc(OC)c(OC)cc3C2)cc1OCC	-23	-0.4	26	-1.4	-2.1	-1.1	5	3	-5
CNc1nc(Cl)c(SC)c(NCc2ccc(F)cc2)n1	-18	5.9	33	-1.8	-4.0	-2.8	-9	-12	-1
Cc1ccc(S(=O)(=O)NC(=O)Nc2ccccc2)cc1	9	-0.5	28	-0.2	-3.3	-2.4	-6	2	-1
CCc1ccc2c(CN3CCN(Cc4ccccc4)CC3)cc(=O)oc2c1	-1	0.7	19	-0.6	2.8	-2.3	-5	-17	-16
O=c1[nH]c(=O)n(Cc2ccco2)c2c1C(C(F)(F)F)(C(F)(F)F)N=C(CCc1ccccc1)N2	-14	3.7	44	1.2	-1.0	-2.0	-6	-22	10
Cc1ccc(N2CC(C(=O)Nc3ccc(S(=O)(=O)Nc4nccs4)cc3)CC2=O)cc1 (stereo unspecified)	-19	0.4	-7	0.1	-0.1	-2.0	-6	-15	-2
Cc1nnc(C)n1/N=C/c1cccn1C	0	-0.1	18	0.1	-1.3	-1.0	-6	5	6
CC(C)n1cnc2c(NCc3ccc(S(N)(=O)=O)cc3)nc(NCc3ccc(S(N)(=O)=O)cc3)nc21	x	0.5	39	-1.0	x	x	3	x	x
O=C(O)C1=C[C@H](c2csc3ccccc23)C[C@H](OCCCCO)O1	-16	1.1	30	-0.4	9.5*	3.1	-3	6	2
COc1ccc(OCc2ccc(/C=N\NC(=O)c3sccc3C)o2)cc1	-23	x	31	x	-4.8	-2.6	-3	6	-5
Clc1ccccc1/C=C/C=N/Nc1nc(N2CCOCC2)nc(N2CCOCC2)n1	-34	-1.0	0	-2.6	-1.3	-1.2	1	-14	-2
O=C(NCCCN1CCOCC1)C(=O)N/N=C/c1ccccc1	-3	-0.4	-20	-1.0	-4.8	-4.5	-6	4	4
O=Cc1c(Cl)nc2ccccn2c1=O	0	-1.3	18	-0.1	-2.4	-5.5	-1	-6	-9
COc1ccc(C(=O)NCc2ccc3c(c2)OCO3)c(OC)c1	-14	1.0	15	1.2	-0.1	-1.4	-11	4	-2
C=CCn1c(SCC(=O)Nc2ccccc2)nc2scc(-c3cccs3)c2c1=O	-3	-0.8	2	-0.2	-0.1	-4.7	-6	1	-2
CCN(CC)C(=O)CSc1ncnc2sc(-c3ccccc3)cc12	-12	1.1	7	-1.7	-0.6	0.3	-9	-1	13
Nc1nonc1C(=O)N/N=C\c1cc2c(cc1Cl)OCO2	-5	x	-2	x	-0.8	-0.2	-2	-13	6
Cc1cccc(N(C(=O)Cn2nnc(-c3ccccc3F)n2)C(C(=O)NC(C)(C)C)c2ccncc2)c1 (stereo unspecified)	-5	0.1	35	-0.8	0.5	-1.8	3	-2	2
C=CCN(CC(=O)NCc1ccccc1)C(=O)c1csnn1	2	0.8	17	-0.1	-0.7	-2.4	-4	-17	-3
O=C(NCc1ccccc1)C1CCCN(S(=O)(=O)c2ccc(Br)cc2)C1 (stereo unspecified)	-27	3.4	46	0.1	-1.3	-3.9	-1	-23	15
CCOC(=O)C1=C(CC)OC(N)=C(C#N)C1c1ccc(OC)cc1OC (stereo unspecified)	-7	0.9	-7	12	-0.9	-1.7	-4	3	0
SMILES	FID counter	V1R ag counter	PHOSPHO1 inh	OXTR agonist	VIM-2 inhibitor	IMP-1 inh	GalR3 antagonist	GPR7 antagonist	NS3 helicase inh
COc1ccccc1NC(=O)CN1CCN(C(=O)c2ccco2)CC1	-11	1.2	-4	1.4	-1.2	-1.0	3	-14	5
COc1ccc(OCc2nnc(SC3CCOC3=O)n2-c2ccccc2)cc1 (stereo unspecified)	-32	1.0	1	1.6	-2.9	-3.3	4	16	15
NC1=NC(=O)/C(=C/c2cn(CCC(=O)O)nc2-c2ccc(Cl)cc2)S1	-22	0.4	11	0.9	-1.1	-3.1	-3	-2	0
COCCNCC(O)CON=C1c2ccccc2-c2ccccc21 (stereo unspecified)	16	0.8	49	4.4	5.6	0.3	-10	-5	-12
Cc1ccc2[nH]c(C)c(CCN(Cc3cccnc3)C(=S)NC(C)(C)C)c2c1	-4	1.9	11	2.7	-4.7	-2.9	-10	-10	6
CC(=O)Nc1cccc(C(=O)OC(C)C(=O)NC2CCCc3ccccc32)c1 (stereo unspecified)	-22	2.6	43	0.6	-1.9	-2.1	1	-5	0
CC(C)=C1SC(N2CCN(c3cccc(Cl)c3)CC2)=NC1=O	-17	3.0	-11	-1.6	0.3	0.2	-1	4	0
O=c1ccc(-c2ccccc2)nn1Cc1ccc(F)cc1Cl	-23	-0.3	42	-1.0	-1.5	-1.7	-6	-5	-3
CCc1ccc(OCc2nnc(SCC(=O)NC3CCCCC3)o2)cc1	-31	0.0	17	-0.2	0.8	-2.2	-8	-5	-7
CCC1=Nc2cc(C(=O)O)ccc2Sc2ccc(Cl)cc21	-31	0.7	18	1.0	-0.7	-1.3	2	-15	17
NC1=NC[C@@H](Cc2ccc(O)cc2)N1CCc1cccc2ccccc12	x	-0.3	-13	-0.8	x	x	-3	x	x
CCCCOc1ccc(Cc2n[nH]c(=S)n2N)cc1	-12	1.4	79*	-0.6	-6.0	-4.3	-12	-3	6
Cc1cccc(C(=O)Nc2ccc3c(c2)C(=O)NC3=O)c1	-8	-0.1	10	-1.0	-0.7	-2.2	-1	4	1
COc1ccc2[nH]c(C(=O)O)c(CCNC(=O)/C=C/c3ccc(O)c(OC)c3)c2c1	-25	-0.6	24	0.5	0.4	-1.5	-5	-9	-1
N#CCOC(=O)c1c2c(nc3ccccc13)CCC2	-2	-0.3	12	-1.7	2.4	-2.5	-4	-1	5
CCCCN1C(=O)CC(Sc2ncccc2C(=O)O)C1=O (stereo unspecified)	2	-0.7	22	0.3	-2.0	-1.9	-7	-12	3
CCOC(=O)c1cc2c(ccn2C)n1CC(=O)N1CCN(c2ccccc2)CC1	-24	0.3	16	0.3	-1.9	-1.5	6	3	4
C=CCOc1ccc(CNc2ccc(NC(=O)CCC)cc2)cc1OCC	-16	0.1	-21	-1.8	-3.2	-1.2	0	-7	5
CN(C)NC(=S)NC1(C)CCS(=O)(=O)C1 (stereo unspecified)	-4	-1.1	41	1.2	-3.0	-2.2	-3	-10	-5
CC(C)OC(=O)c1c(F)c(F)c(N2CCOCC2)c(F)c1F	0	0.7	9	0.4	-3.2	-2.8	-2	-18	4
COc1ccccc1-n1cnc2cc(C(=O)NCC3CCCO3)ccc21 (stereo unspecified)	-19	0.7	15	0.4	-5.0	-4.1	-2	-15	3
CCOC(=O)/C(C#N)=C/c1cc2ccccc2nc1N1CCOCC1	1	0.4	-10	-1.1	-2.1	-4.5	2	-11	-21
Cc1cccc2nc(-c3ccccc3)nc(N3CCC(O)(c4ccc(Cl)cc4)CC3)c12	-8	1.3	-21	1.1	-0.1	-2.0	-11	-4	9
Cn1c(CNC(=O)c2ccc(Cl)cc2)nnc1SCC(=O)NC1CCCC1	-12	-0.1	36	0.2	1.3	-1.2	-6	-7	2
O=C(Oc1ccc2c(c1)O/C(=C\c1ccncc1)C2=O)c1ccccc1	2	3.0	-16	1.9	1.3	-0.2	-2	-1	6

2 of these compounds, reformatted:
CCCCc1ccc(NC(=S)Nc2cccnc2)cc1
  FID counter: 1	V1R ag counter: -0.8	PHOSPHO1 inh: -15	OXTR agonist: 0.9	VIM-2 inhibitor: -0.6	IMP-1 inh: -3.0	GalR3 antagonist: -9	GPR7 antagonist: -13	NS3 helicase inh: 5

O=C(CSc1ncnc2ccccc12)Nc1ccc2c(c1)OCO2
  FID counter: 2	V1R ag counter: 0.7	PHOSPHO1 inh: 22	OXTR agonist: -1.1	VIM-2 inhibitor: -0.9	IMP-1 inh: -2.9	GalR3 antagonist: 3	GPR7 antagonist: -3	NS3 helicase inh: 2

3 entries from above, in CSV form:
molecule,FID counter,V1R ag counter,PHOSPHO1 inh,OXTR agonist,VIM-2 inhibitor,IMP-1 inh,GalR3 antagonist,GPR7 antagonist,NS3 helicase inh
CCCCN1C(=O)CC(Sc2ncccc2C(=O)O)C1=O (stereo unspecified),2,-0.7,22,0.3,-2.0,-1.9,-7,-12,3
NC1=NC[C@@H](Cc2ccc(O)cc2)N1CCc1cccc2ccccc12,x,-0.3,-13,-0.8,x,x,-3,x,x
CCc1ccc(OCc2nnc(SCC(=O)NC3CCCCC3)o2)cc1,-31,0.0,17,-0.2,0.8,-2.2,-8,-5,-7

Carrying on:
SMILES	FID counter	V1R ag counter	PHOSPHO1 inh	OXTR agonist	VIM-2 inhibitor	IMP-1 inh	GalR3 antagonist	GPR7 antagonist	NS3 helicase inh
O=C(Cn1c(=O)n(CCC(=O)N2CCCCC2)c(=O)c2sccc21)NCc1ccccc1	-20	1.3	36	-1.2	-2.2	-3.1	-7	-5	9
Cc1ccc(C)c(OCC(=O)N/N=C/c2c(C)nn(-c3ccccc3)c2Cl)c1C	0	0.0	3	-1.1	-0.1	-2.8	3	-1	0
O=C(NCC(Cl)c1ccc2ccccc2c1)c1c(F)cccc1F (stereo unspecified)	9	16	6	12	1.4	-1.9	-12	7	-49
Cc1c(Cl)cccc1NC(=O)CN1CCN(CCO)CC1	0	1.0	-8	2.7	-1.8	-3.1	-6	-9	0
CCSc1nnc(N)s1	-2	0.1	-36	0.0	-1.8	-0.4	-4	-8	-2
CCn1c(C)nnc1SCC(=O)Nc1ccc(C(C)=O)cc1	-4	-1.1	-8	-0.7	-0.4	-2.4	-7	-1	-3
C=CCn1cc(/C=N\NC(=O)c2cc3c(ccc4ccccc43)o2)c2ccccc21	-3	0.5	-30	0.4	-4.5	-3.2	4	-9	-1
O=c1c2ccccc2ncn1-c1ccccc1[N+](=O)[O-]	-2	-0.6	x	-0.1	-1.1	-0.4	-11	11	7
CCOc1ccc2nc(SCC(=O)Nc3nonc3C)[nH]c2c1	-2	-1.0	39	-2.4	-5.5	-2.9	3	-17	0
O=C(CCc1ccc(S(=O)(=O)N2CCOCC2)cc1)N/N=C/c1cccc(O)c1	-13	0.3	-8	-0.9	-2.1	-2.4	-1	-5	-8
CCOC(=O)CN(c1cccc(C(C)=O)c1)S(C)(=O)=O	3	0.0	-20	0.8	-1.4	-6.9	x	-13	2

The order is random (roughly 4.3% active in at least one column).
